USP2a inh: qHTS Assay for Inhibitors of Ubiquitin-specific Protease USP2a Using CHOP2 as the Reporter | 0.01% of 330,000 active | USP2 core, Ub-CHOP2 coupled fluorogenic reporter, 485/531 | Potency, µM (doses to about 38.3 µM), without a hit: at the top dose activity change, negative = inhibition, most hits filed as inhibitors | Ubiquitin carboxyl-terminal hydrolase 2 (Homo sapiens), O75604;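 also: potency is read from the fitted curve at half-maximal effect; plate controls were DMSO wells for no effect and full inhibition by NEM control for full effect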
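Cell-free coupled assay: 10nM USP2 core preincubated 30min RT with compound in Tris-HCl pH 8.0/CaCl2/CHAPS buffer, then 25nM Ub-CHOP2 and 25nM reporter substrate; fluorescence (Ex 485/Em 531) read after 60min RT, normalized to NEM inhibition, concentration-response curves fitted.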
KCNH2 WT inh: qHTS for Inhibitors of KCHN2 3.1: Wildtype qHTS; AID 720551, 2013; U2OS, BacMam KCNH2, thallium flux FluxOr; stronger effect = lower value; Voltage-gated inwardly rectifying potassium channel KCNH2 (Homo sapiens), Q12809; 0.37% of 340,000 active; activity change, % at 1.84 µM;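 active = maximum activity change below -70%; inconclusive = maximum activity change between -70% and -50%; inactive = maximum activity change above -50%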; also: % is scaled to controls: 0 for no effect and ±100 for the full control effect
Target sequence (Q12809 whole entry, looked up): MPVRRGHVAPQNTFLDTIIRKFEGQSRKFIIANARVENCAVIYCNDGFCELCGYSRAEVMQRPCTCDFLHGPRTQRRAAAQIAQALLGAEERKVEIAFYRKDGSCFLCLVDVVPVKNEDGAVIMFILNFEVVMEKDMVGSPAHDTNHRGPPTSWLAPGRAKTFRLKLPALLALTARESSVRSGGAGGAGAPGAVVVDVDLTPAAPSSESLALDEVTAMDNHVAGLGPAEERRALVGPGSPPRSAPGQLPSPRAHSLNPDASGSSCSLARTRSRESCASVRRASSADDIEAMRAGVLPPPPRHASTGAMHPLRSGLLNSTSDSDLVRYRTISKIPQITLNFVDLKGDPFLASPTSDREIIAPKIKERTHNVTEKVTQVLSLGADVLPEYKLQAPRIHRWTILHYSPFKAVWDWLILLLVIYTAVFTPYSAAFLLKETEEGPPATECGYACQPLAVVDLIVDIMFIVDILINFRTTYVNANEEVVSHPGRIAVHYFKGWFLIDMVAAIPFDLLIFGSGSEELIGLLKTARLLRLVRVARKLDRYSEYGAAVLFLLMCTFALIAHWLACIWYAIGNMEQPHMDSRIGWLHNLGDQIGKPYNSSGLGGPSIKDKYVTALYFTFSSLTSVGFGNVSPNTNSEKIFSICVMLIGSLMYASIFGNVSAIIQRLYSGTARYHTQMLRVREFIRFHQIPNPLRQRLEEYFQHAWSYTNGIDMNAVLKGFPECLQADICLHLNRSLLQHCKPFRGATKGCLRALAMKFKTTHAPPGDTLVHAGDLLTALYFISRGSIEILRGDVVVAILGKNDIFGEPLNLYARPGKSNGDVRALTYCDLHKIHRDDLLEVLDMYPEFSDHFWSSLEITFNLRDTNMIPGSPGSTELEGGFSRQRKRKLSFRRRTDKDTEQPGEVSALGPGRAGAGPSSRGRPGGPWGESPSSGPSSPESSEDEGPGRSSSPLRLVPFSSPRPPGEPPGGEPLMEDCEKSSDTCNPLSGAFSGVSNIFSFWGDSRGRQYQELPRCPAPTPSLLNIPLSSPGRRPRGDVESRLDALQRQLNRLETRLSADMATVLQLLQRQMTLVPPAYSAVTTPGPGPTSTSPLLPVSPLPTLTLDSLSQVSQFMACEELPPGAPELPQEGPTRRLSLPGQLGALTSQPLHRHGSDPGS
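U2OS cells transduced with wild-type KCNH2 virus are loaded with FluxOr dye for 45 min, and thallium flux is measured in kinetic reads before and after stimulation buffer. Rate constants are normalized to DMSO controls.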
S-ASM inh: Inhibitors of Secretory Acid Sphingomyelinase (S-ASM): qHTS; Sphingomyelin phosphodiesterase (Homo sapiens), P17405; placental ASM, HMU-PC fluorogenic substrate, 60 min; Potency, µM (doses to about 57.5 µM), inactives show at the highest dose activity change, negative = inhibition, hits mostly inhibitors; 0.006% of 340,000 active; AID 504937, 2011; also: potency is read from the fitted curve at half-maximal effect
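Fluorescence read-out (Ex 386 nm, Em 447 nm) after stopping the reaction at pH 10. Enzyme: ASM from human placenta; substrate HMU-PC0, 9 uM final; 60 min, 37 °C. Compound preincubation 10 min, ambient temperature.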
TSHR antag: Antagonists of the Thyroid Stimulating Hormone Receptor: HTS campaign; TSHR-expressing cells, TSH-stimulated cAMP HTRF, 2 h; stronger effect = lower value; activity change, negative = inhibition, % at 11.5 µM; 0.2% of 330,000 active;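 active = activity change below a set negative limit, meaning inhibition stronger than a set level, cut at about -70% in these data; inconclusive = activity change between two set negative limits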; also: % is scaled to controls: 0 for no effect and ±100 for the full control effect
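Antagonism was scored as loss of TSH-driven cAMP in TSHR cells, stimulated with 4nM TSH (EC80) for 2 hours at 37 deg C and detected by homogeneous HTRF competition immunoassay.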
PKM2 activator: qHTS Assay for Activators of Human Muscle isoform 2 Pyruvate Kinase; 0.34% of 260,000 active; Potency, µM (highest dose often 57.5 µM), inactives show at the highest dose activation, actives largely listed as activators; Pyruvate kinase PKM (Homo sapiens), P14618; purified PKM2, Kinase-Glo ATP luminescence, activation; response scale: 0% is enzyme alone, no compound; AID 1631, 2009; also: potency is read from the fitted curve at half-maximal effect; % is scaled to controls: 0 for no effect and ±100 for the full control effect; nearly all actives have a fitted effect of over 55% in size
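Purified hPK-M2 (>95%) run at intermediate activity with 0.1 mM ADP and 0.5 mM PEP in 50 mM imidazole pH 7.2, KCl, MgCl2; 1 h room temperature. ATP formed read by Kinase-Glo luminescence; normalized to uninhibited and no-enzyme controls.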
GALK inhibitor: qHTS Assay for Inhibitors of Human Galactokinase (GALK); Purified GALK, Kinase-Glo residual ATP luminescence; P51570; 0.007% of 270,000 active; Potency, µM (series often up to 57.5 µM), for the others: at the highest dose activity change, negative = inhibition, most hits filed as inhibitors; AID 1868, 2009; also: potency is read from the fitted curve at half-maximal effect; % is scaled to controls: 0 for no effect and ±100 for the full control effect
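Luminescence from leftover ATP (Ultra-Glo luciferase/luciferin) served as read-out after a 1 h room-temperature reaction of 5 nM GALK with 35 uM ATP and 100 uM galactose.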
Menin MLL FP TR: qHTS Assay for Inhibitors Targeting the Menin-MLL Interaction in MLL Related Leukemias: Competition With Texas Red Labeled MLL-derived Mutant Peptide; O00255; Menin + Texas Red MLL mutant peptide, fluorescence polarization; Potency, µM (top dose mostly 61.6 µM), for the others: at the top dose FP activity change, negative = inhibition, most hits filed as inhibitors; 0.23% of 270,000 active; AID 1768, 2009; active = well fitted inhibition curve with a large enough effect in the polarisation, with a control signal flat, not every such curve was filed as active; inconclusive = small, poorly fitted or top-dose-only effect, or effect the other way, or a change in a side signal; inactive = no such curve, though single readings can be large or run the other way; the % refers to the polarisation; also: potency is read from the fitted curve at half-maximal effect; % of control where 0% means no effect; many of its hits are not listed in these tables
MBNL1 CUG block: qHTS Assay for Inhibitors of MBNL1-poly(CUG) RNA binding; Muscleblind-like protein 1 (Homo sapiens), Q9NR56; TR-FRET MBNL1-His/biotin-(CUG)12 binding, 665/545 ratio; Potency, µM (doses to about 57.5 µM), for inactives: at the highest dose activity change, negative = inhibition, actives largely listed as inhibitors; 0.036% of 280,000 active; AID 2675, 2010; active = well fitted inhibition curve with a large enough effect in the signal ratio, with a control signal flat, not every such curve was filed as active; inconclusive = small, poorly fitted or top-dose-only effect, or effect the other way, or a change in a side signal; inactive = no such curve, though single readings can be large or run the other way; the % refers to the signal ratio; also: potency is read from the fitted curve at half-maximal effect; % is scaled to controls: 0 for no effect and ±100 for the full control effect
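His-tagged MBNL1 binding to biotinylated (CUG)12 RNA was measured by TR-FRET using terbium anti-His antibody (0.055 ng/ul final) and streptavidin-XL665 (5 nM final). Compounds were titrated 92 nM to 58 uM; 60 min at room temperature.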
Mito fusion act: qHTS Assay for Small Molecule Inhibitors of Mitochondrial Division or Activators of Mitochondrial Fusion; S. cerevisiae fusion-defective mutant growth rescue, CellTiterGlo 48 h; AID 485298, 2010; 0.23% of 320,000 active; Potency, µM (series often up to 46.1 µM), inactives show top-dose growth rescue (activation), usual class: activators;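 also: potency is read from the fitted curve at half-maximal effect; % of control where 0% means no effect; nearly all actives have a fitted effect of over 45% in size; temperature-sensitive fusion mutants such as fzo1-1 at 37 °C on non-fermentable ethanol glycerol medium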
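Temperature-sensitive fusion-defective S. cerevisiae (e.g. fzo1-1, mgm1-5) were grown with compound in YPEG medium (3% ethanol, 3% glycerol) for 48 hours at 37C. Growth rescue was measured as viability by CellTiterGlo luminescence after 10 minutes at ambient.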
Chronic BCR inh: qHTS Assay to Find Inhibitors of Chronic Active B-Cell Receptor Signaling; ABC-DLBCL IkBa-CBG/CBR reporter, luminescence ratio, 4 h; Potency, µM (series often up to 46.1 µM), for inactives: at the top dose ratio change, negative = lower green/red ratio, actives largely listed as inhibitors; 0.05% of 340,000 active; AID 493014, 2011; active = well fitted inhibition curve with a large enough effect in the signal ratio, with a control signal flat, not every such curve was filed as active; inconclusive = small, poorly fitted or top-dose-only effect, or effect the other way, or a change in a side signal; the % refers to the signal ratio;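 also: potency is read from the fitted curve at half-maximal effect; plate controls were basal doxycycline-induced cells for no effect and cells given 10 µM MG132 for full effect; MG132 reads +100%, hits lower the ratio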
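TMD8 human ABC-DLBCL cells with doxycycline-inducible IκBα–green luciferase fusion and unfused red luciferase, in 0.5% FBS medium; compounds up to 46 uM, 4 h at 37C. Green/red luminescence ratio, filter-overlap corrected, fitted to concentration-response curves.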
Eya2 inh: qHTS Assay for Inhibitors of the Phosphatase Activity of Eya2; 0.006% of 330,000 active; Protein phosphatase EYA2 (Homo sapiens), O00167; Potency, µM (series often up to 76.9 µM), for inactives: top-dose activity, negative = inhibition, hits mostly inhibitors; recombinant Eya2, OMFP fluorescence dephosphorylation (OMFP is methylfluorescein phosphate); also: potency is read from the fitted curve at half-maximal effect; % is scaled to controls: 0 for no effect and ±100 for the full control effect
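Eya2 (0.2 uM) preincubated 10 min at ambient with compound, then OMFP substrate added at 50 uM; 10 min reaction in 50 mM HEPES pH 7.5, 50 mM NaCl, 5 uM MgCl2, 0.05% BSA, 1 mM DTT. Fluorescence read at Ex 485/Em 525 nm.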
* = called active by the depositor; [ ] = dose if it differs, or a comment. Unless noted, calls follow the shape of the dose curve; as a rule, active = well fitted curve in the direction sought with a large enough effect; inconclusive = small, poorly fitted or top-dose-only effect, or another doubt; inactive = no such curve, though single readings can be large; an effect the other way counts as inactive or inconclusive. These rows are one share of the data; the hit share may differ from the screen's.

`Cc1nn(C)cc1/C=N/NC(=O)Cn1nccc1C` gave USP2a inh -7%, KCNH2 WT inh 1, S-ASM inh 3%, TSHR antag 12, PKM2 activator -15%, GALK inhibitor 0%, Menin MLL FP TR 4%, MBNL1 CUG block -1%, Mito fusion act 5%, Chronic BCR inh 0% and Eya2 inh 6%.
COc1ccc(C(=O)c2ccc(N(C)C)cc2)c2ccccc12 was read as USP2a inh -1%, KCNH2 WT inh -11, S-ASM inh -3%, TSHR antag 5, PKM2 activator 8%, GALK inhibitor 1%, Menin MLL FP TR 1%, MBNL1 CUG block 55%[activator], Mito fusion act 17%, Chronic BCR inh inconclusive and Eya2 inh -20%.
CC(O)CNCCCOc1cccc(C(F)(F)F)c1 (stereo not drawn) was read as USP2a inh 0%, KCNH2 WT inh 22, S-ASM inh -2%, TSHR antag 6, PKM2 activator -12%, GALK inhibitor 0%, Menin MLL FP TR -23%, MBNL1 CUG block -3%, Mito fusion act 1%, Chronic BCR inh -3% and Eya2 inh -13%.
Screening COc1cc(C(=O)N2CCN(Cc3ccc4c(c3)OCO4)CC2)c([N+](=O)[O-])cc1OC returned USP2a inh 2%, KCNH2 WT inh 8, S-ASM inh -6%, TSHR antag 2, PKM2 activator -5%, GALK inhibitor 6%, Menin MLL FP TR -15%, MBNL1 CUG block -1%, Mito fusion act -1%, Chronic BCR inh 1% and Eya2 inh 4%.
`Cc1cc(NC(=O)C(C)SCC(=O)Nc2cc(C(F)(F)F)ccc2N2CCOCC2)no1` (stereo not drawn) gave USP2a inh 6%, KCNH2 WT inh -1, S-ASM inh -5%, TSHR antag -2, Mito fusion act 0%, Chronic BCR inh 2% and Eya2 inh -5%.
Screening COc1ccc(S(=O)(=O)NCC2CCCO2)cc1NC(=O)c1ccccc1F (stereo not drawn) returned USP2a inh 0%, KCNH2 WT inh 3, S-ASM inh -3%, TSHR antag 5, PKM2 activator -10%, GALK inhibitor 20%, Menin MLL FP TR -14%, MBNL1 CUG block 0%, Mito fusion act -6%, Chronic BCR inh 0% and Eya2 inh 6%.
`COc1ccc(-c2cc(C(=O)OCC(=O)c3cccc([N+](=O)[O-])c3)c3cc(C)ccc3n2)cc1` gave USP2a inh 2%, KCNH2 WT inh 2, S-ASM inh 102%[activator], TSHR antag -6, PKM2 activator 4%, GALK inhibitor 0%, Menin MLL FP TR 16%, MBNL1 CUG block -4%, Mito fusion act -6%, Chronic BCR inh -2% and Eya2 inh 6%.
For COc1ccc(OC)c(/C=N/NC(=O)CSc2cc(C)nc3c(OC)cccc23)c1 the results were USP2a inh 0%, KCNH2 WT inh -1, S-ASM inh 114%[activator], TSHR antag -5, PKM2 activator -3%, GALK inhibitor 3%, Menin MLL FP TR 13%, MBNL1 CUG block 9%, Mito fusion act 5%, Chronic BCR inh 0% and Eya2 inh -9%.
O=C(NCCc1ccccc1)c1ccc(Cn2c(SCc3cccc(F)c3)nc3cccnc32)cc1 was read as USP2a inh 2%, TSHR antag -17, Mito fusion act 1%, Chronic BCR inh inconclusive and Eya2 inh -16%.
For COc1ccc(C2Nc3ccccc3C(=O)N2c2ccccc2)cc1Cn1cc([N+](=O)[O-])cn1 (stereo not drawn) the results were USP2a inh -3%, KCNH2 WT inh 8, S-ASM inh 11%, TSHR antag 4, PKM2 activator -9%, GALK inhibitor -1%, Menin MLL FP TR -5%, MBNL1 CUG block 13%, Mito fusion act -24%, Chronic BCR inh inconclusive and Eya2 inh -6%.
Screening Cc1nc(/C=[N+](\[O-])C(C)(C)/C=N/O)n(O)c1C returned USP2a inh 0%, KCNH2 WT inh 1, S-ASM inh -1%, TSHR antag 3, PKM2 activator -4%, GALK inhibitor 1%, Menin MLL FP TR 30%, MBNL1 CUG block 3%, Mito fusion act -3%, Chronic BCR inh 15% and Eya2 inh 10%.
C#CCNC(=O)C1=C[C@@H](c2coc3ccccc3c2=O)C[C@@H](OCc2ccc(CO)cc2)O1 was read as USP2a inh 0%, S-ASM inh 7%, TSHR antag 0, PKM2 activator 3%, GALK inhibitor 1%, Menin MLL FP TR -26%, MBNL1 CUG block 5%, Mito fusion act -2%, Chronic BCR inh -12% and Eya2 inh 13%.
`C/C(=C\c1ccccc1)CN1CCN(c2ccccc2)CC1` gave USP2a inh -1%, KCNH2 WT inh -23, S-ASM inh -1%, TSHR antag -8, PKM2 activator -2%, GALK inhibitor 0%, Menin MLL FP TR 19%, MBNL1 CUG block -18%, Mito fusion act -3%, Chronic BCR inh inconclusive and Eya2 inh -27%.
Screening Cc1ccc(S(=O)(=O)Nc2cccc(-c3ccc(N4CCCCCC4)nn3)c2)c(C)c1 returned USP2a inh -2%, KCNH2 WT inh 3, S-ASM inh -5%, TSHR antag 6, GALK inhibitor 1%, MBNL1 CUG block 15%, Mito fusion act 0%, Chronic BCR inh 10% and Eya2 inh -5%.
For C=CCOc1c(Br)cc(/C=N/NC(N)=O)cc1OC the results were USP2a inh 2%, KCNH2 WT inh -7, S-ASM inh -2%, TSHR antag 5, PKM2 activator 3%, GALK inhibitor 2%, Menin MLL FP TR -3%, MBNL1 CUG block 12%, Mito fusion act 0%, Chronic BCR inh inconclusive and Eya2 inh 0%.
For O=c1[nH]c2cc3c(cc2cc1CN(Cc1ccco1)C(=S)NCC1CCCO1)OCCO3 (stereo not drawn) the results were USP2a inh 1%, S-ASM inh 36%[activator], TSHR antag -29, PKM2 activator 6%, GALK inhibitor -1%, Menin MLL FP TR 4%, MBNL1 CUG block 4%, Mito fusion act -3%, Chronic BCR inh 4% and Eya2 inh -1%.
`O=C(CSc1nnc(CN2CCCCC2)n1-c1ccccc1)c1ccc2c(c1)OCO2` gave USP2a inh 3%, KCNH2 WT inh 20, S-ASM inh 3%, TSHR antag 9, PKM2 activator 0%, GALK inhibitor 2%, Menin MLL FP TR -14%, MBNL1 CUG block -5%, Mito fusion act 0%, Chronic BCR inh 26% and Eya2 inh -4%.
`O=C(NCc1ccc(F)cc1)C1CC(=O)N(Cc2ccco2)C1` (stereo not drawn) gave USP2a inh 0%, KCNH2 WT inh -18, S-ASM inh 1%, TSHR antag 10, PKM2 activator 5%, GALK inhibitor 1%, MBNL1 CUG block -12%, Mito fusion act 1%, Chronic BCR inh inconclusive and Eya2 inh -5%.
O=c1cnnc(N/N=C/c2cccs2)[nH]1 was read as USP2a inh -10%, KCNH2 WT inh -11, S-ASM inh -2%, TSHR antag 5, PKM2 activator -16%, MBNL1 CUG block inconclusive, Mito fusion act -1%, Chronic BCR inh 0% and Eya2 inh 3%.
For C/C(=N\NC(=O)c1nn(C)c(C)c1Br)c1ccc(NC(=O)C2CCCC2)cc1 the results were USP2a inh 2%, KCNH2 WT inh 14, S-ASM inh -1%, TSHR antag 0, GALK inhibitor 2%, MBNL1 CUG block 2%, Mito fusion act 4%, Chronic BCR inh 15% and Eya2 inh 0%.
Screening Cc1nc(SCC(=O)N2CCOCC2)c2c(C)c(C)sc2n1 returned USP2a inh 0%, KCNH2 WT inh -16, S-ASM inh 0%, TSHR antag -8, PKM2 activator 5%, GALK inhibitor 16%, Menin MLL FP TR inconclusive, MBNL1 CUG block -4%, Mito fusion act -6%, Chronic BCR inh 6% and Eya2 inh -11%.
For C/C(=N/NC(N)=S)c1cc2ccc(O)cc2oc1=O the results were USP2a inh 3%, TSHR antag 5, PKM2 activator 1%, GALK inhibitor 3%, Mito fusion act 3%, Chronic BCR inh inconclusive and Eya2 inh inconclusive.
Cc1c(NC(=O)COC(=O)Cn2cc(C(F)(F)F)ccc2=O)cccc1[N+](=O)[O-] was read as USP2a inh -1%, KCNH2 WT inh 8, S-ASM inh 4%, TSHR antag 17, Mito fusion act -4%, Chronic BCR inh inconclusive and Eya2 inh -16%.

From PubChem
